Screening results from PubChem.
SW480 rerep – DNA re-replication induction in SW480 cells; SW480 DNA re-replication, Hoechst DNA content imaging, 48 h; Potency, µM (doses to about 46.1 µM), for the others: at the highest dose re-replication activation, actives largely listed as activators; 1.8% of 340,000 active; AID 624297; further: potency means the concentration at half of the fitted maximal effect; % of control where 0% means no effect; nearly all actives have a fitted effect of over 55% in size
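Per well, 250 cells were exposed to pinned compound for 48 hr. Nuclear DNA was visualised with Hoechst (40 min, 37 C) and total object intensity recorded by fluorescence scanning.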
DRD3 antagonist – antagonists of human D3 dopamine receptor; P35462; D3R cells, DiscoveRx beta-arrestin luminescence, antagonist mode; stronger effect = lower value; 2.5% of 360,000 active; max response, negative = inhibition, %; in the data active means max response below about -50%; inconclusive means no clear call, values can overlap the other calls; further: on the % scale 0 is the no-effect control and ±100 the full control effect; mostly tested at two doses, the higher about 12 µM
Target sequence (P35462 whole entry, looked up): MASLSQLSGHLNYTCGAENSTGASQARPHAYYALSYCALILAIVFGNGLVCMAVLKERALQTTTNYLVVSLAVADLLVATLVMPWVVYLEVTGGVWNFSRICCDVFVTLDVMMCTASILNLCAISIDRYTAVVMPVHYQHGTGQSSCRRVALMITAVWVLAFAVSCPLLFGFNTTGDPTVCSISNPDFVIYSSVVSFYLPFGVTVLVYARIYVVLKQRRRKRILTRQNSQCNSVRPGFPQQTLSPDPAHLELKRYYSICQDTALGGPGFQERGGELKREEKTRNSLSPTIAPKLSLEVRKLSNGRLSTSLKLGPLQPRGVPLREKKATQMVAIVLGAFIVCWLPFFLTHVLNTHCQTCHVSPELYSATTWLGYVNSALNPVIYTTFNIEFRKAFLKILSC
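Cells plated overnight at 1500 cells/well, then exposed to library compounds with dopamine controls for 90 minutes at 37 degrees C. DiscoveRx reagent added for 30–60 minutes at room temperature; luminescence read, quantitative HTS format.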
KB-3-1 tox – kills parental KB-3-1 adenocarcinoma cells; 1.4% of 400,000 active; Potency, µM (top dose mostly 46.1 µM), for the others: top-dose activity change, negative = cytotoxic, most hits filed as cytotoxic; KB-3-1 viability, CellTiter-Glo ATP luminescence, 72 h; further: potency means the concentration at half of the fitted maximal effect; on the % scale 0 is the no-effect control and ±100 the full control effect; nearly all actives have a fitted effect of over 60% in size
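KB-3-1 cells, DMEM (no phenol red) + 10% FBS; compound by pin transfer, 72 h, 37 °C. Readout: CellTiter-Glo luminescence after 10 min. Data normalized, curve-fitted.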
HT1080NT lethal – kills 2HG-producing HT-1080-NT fibrosarcoma cells; HT-1080-NT fibrosarcoma viability, CellTiter-Glo ATP luminescence, 48 h; Potency, µM (doses to about 46.1 µM), without a hit: top-dose activity, negative = less viability, actives largely listed as cytotoxic; 1.6% of 360,000 active; AID 686970;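 further: NT is the 2HG producing partner of a matched IDH1 knockdown line; potency means the concentration at half of the fitted maximal effect; 0% = DMSO-treated cells and -100% = media-only wells without cells; nearly all actives have a fitted effect of over 55% in size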
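Compounds were tested in concentration-response format on HT-1080-NT cells for 48 hours at 37 degrees C. Cell viability came from CellTiter-Glo luminescence; curves were classified by r2, response magnitude and activity.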
HT1080 IDH1KD tx – toxicity to HT-1080 IDH1 knockdown cells (counter line); HT-1080 IDH1 knockdown viability, ATP luminescence, 48 h; Potency, µM (titrated, usually from 46.1 µM), for inactives: top-dose activity, negative = toxicity, hits mostly cytotoxic; 2% of 360,000 active;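 further: potency means the concentration at half of the fitted maximal effect; 0% = DMSO wells and -100% = cell-free medium wells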
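IDH1KD HT-1080 cells, 750/well, RPMI + 5% FBS; compound pinned after 2 h settling; 48 h, 37 °C; CellTiter-Glo luminescence; % activity normalised to DMSO and no-cell wells; curves fitted, classed by r2 and efficacy.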
GLP-1R agonist – activates the human GLP-1 receptor; HEK293 GLP-1R CRE-luciferase, luminescence, 4-6 h; cells express a hypersensitive GLP-1R form; Potency, µM (titrated, usually from 45.6 µM), for the others: top-dose activation, usual class: activators; 0.007% of 380,000 active; further: potency means the concentration at half of the fitted maximal effect; % of control where 0% means no effect
Target sequence (P43220 whole entry, looked up): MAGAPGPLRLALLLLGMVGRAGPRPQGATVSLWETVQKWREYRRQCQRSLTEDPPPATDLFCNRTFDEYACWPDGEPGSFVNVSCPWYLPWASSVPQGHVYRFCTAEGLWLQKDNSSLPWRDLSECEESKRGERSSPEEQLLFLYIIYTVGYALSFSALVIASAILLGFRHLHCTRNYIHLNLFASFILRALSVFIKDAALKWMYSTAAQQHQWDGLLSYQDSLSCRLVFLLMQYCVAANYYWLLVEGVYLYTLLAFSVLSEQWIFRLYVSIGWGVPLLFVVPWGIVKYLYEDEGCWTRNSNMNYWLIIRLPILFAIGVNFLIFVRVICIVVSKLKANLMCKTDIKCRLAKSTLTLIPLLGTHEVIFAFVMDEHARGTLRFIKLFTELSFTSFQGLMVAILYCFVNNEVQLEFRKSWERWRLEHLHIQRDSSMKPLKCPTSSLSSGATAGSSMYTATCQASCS
DRD3 agonist – activates the human D3 dopamine receptor. P35462. AID 652048. 0.58% of 410,000 active. max activation, %. D3R DiscoveRx beta-arrestin cells, luminescence, 90 min; in the data active means max activation above about 30%; further: 0% is about no effect; mostly tested at two doses, the higher about 12 µM
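Agonist mode: compounds and dopamine controls were applied to plated cells for 90 min at 37 degrees C after an overnight attachment at 1500 cells/well. Luminescent read-out followed 30 - 60 minutes at room temperature with DiscoveRx detection reagent.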
IL-1B inflam inh – blocks inflammasome-driven IL-1 beta release | THP-1 LPS/ATP IL-1B secretion, AlphaLISA, 16 h; stronger effect = lower value | activity change, % at 57.5 µM | 4.7% of 360,000 active | AID 743279; in the data active means activity change below about -50%; inconclusive means mostly about -30% to -49%; further: on the % scale 0 is the no-effect control and ±100 the full control effect
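Secreted IL-1B measured by AlphaLISA bead assay after 16 h compound exposure of THP-1 cells; compounds (final up to 57.5 uM) added 1 h before LPS (250 ng/mL) and ATP (1.25 mM) stimulation; lower signal means less secretion.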
KB-V1 MDR tox – KB-V1 MDR subline cytotoxicity; KB-V1 MDR cells viability, CellTiter-Glo, 72 h; Potency, µM (highest dose often 46.1 µM), inactives show top-dose activity change, negative = cytotoxicity, most hits filed as cytotoxic; 3.4% of 400,000 active; AID 1347076; further: potency means the concentration at half of the fitted maximal effect; on the % scale 0 is the no-effect control and ±100 the full control effect; nearly all actives have a fitted effect of over 60% in size
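Following 72 h at 37 degrees C with compound, KB-V1 cell viability was read by CellTiter-Glo luminescence, medium being phenol-red-free DMEM plus 10% FBS; concentration-response parameters came from normalized, curve-fitted qHTS data.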
Numbers without * were called inactive; ? = inconclusive; / = no result given; [ ] = another dose, or the depositor's remark. Unless noted, the call rests on the fitted dose curve; in most records, active means well fitted curve in the direction sought with a large enough effect; inconclusive means small, poorly fitted or top-dose-only effect, or another doubt; inactive means no such curve, though single readings can be large; an effect the other way counts as inactive or inconclusive.

item	SMILES	SW480 rerep	DRD3 antagonist	KB-3-1 tox	HT1080NT lethal	HT1080 IDH1KD tx	GLP-1R agonist	DRD3 agonist	IL-1B inflam inh	KB-V1 MDR tox
1	CC1CCCN(CC(O)CN2CCN(CC(O)CN3CCCC(C)C3)C(C)C2)C1 (stereo not drawn)	-5%	-15	12%	0%	1%	-1%	-1	4	25%
2	COc1ccc(S(=O)(=O)N(CC(=O)NCc2ccccn2)Cc2ccccc2)cc1	-14%	-6	13%	8%	14%	11%	5	-2	-15%
3	O=C(NC1CCC(O)CC1)c1ccc(S(=O)(=O)NCc2ccco2)cc1 (stereo not drawn)	-6%	9	7%	14%	16%	-13%	-2	0	0%
4	C#CCOCCOCCOCCNc1nc(N2CCN(C(=O)Cn3cc(CCCN=C(N)N)nn3)CC2)nc(N2CCN(C(=O)[C@H]([C@@H](C)O)n3cc(CCCCN)nn3)CC2)n1	-2%	-12	0%	12%	7%	-3%	-13	22	?
5	CCN(C(=O)COC(=O)c1c(-c2ccccc2)noc1C)C1CCS(=O)(=O)C1 (stereo not drawn)	-9%	-12	7%	-1%	-19%	10%	-22	-6	7%
6	CCC(C)(C)NC(=O)CSc1nc(Cc2ccccc2)nc2ccccc12	-4%	-10	-22%	4%	-1%	-2%	-10	-64*	?
7	COc1ccc(C(=O)N2CCN(c3ccccc3OC)CC2)cc1	-23%	5	0%	-1%	4%	9%	-1	7	16%
8	Cc1nc2ccccc2c2c1C(=O)N(C)C2=O	?	4	-2%	13%	-1%	3%	20	0	12%
9	N#Cc1cnc(NCc2ccc(Cl)cc2Cl)nc1	-12%	4	11%	-2%	0%	10%	-3	8	-17%
10	CCc1cccc(CC)c1NC(=S)N1CCn2cccc2C1c1cccnc1 (stereo not drawn)	-46%[inhibitor]	7	4%	8%	8%	6%	-1	-10	-7%
11	COCn1c(C(O)c2ccccc2)cc2ccccc21 (stereo not drawn)	-9%	7	8%	-1%	0%	10%	3	20	-13%
12	NC(=O)COC(=O)c1cc(Cl)cc(Cl)c1N	-2%	17	41%	-8%	0%	6%	14	23	?
13	CCn1c(SCC(=O)N2CCc3ccccc3C2)nc2c1c(=O)n(C)c(=O)n2C	-15%	32	-5%	14%	3%	1%	8	51	3%
14	O=C(CN1CCN(c2ccccc2)CC1)Nc1ccc(-n2cnnn2)cc1	-4%	-13	-9%	1%	-13%[9.24 µM]	0%	5	13	-1%
15	O=C(NCc1ccc(F)cc1)c1cnc(-c2ccccn2)nc1C(F)(F)F	-3%[9.22 µM]	9	0%	-1%	-5%	-3%	-7	-1	-11%
16	COc1ccc(N(CC(=O)NCc2ccc(Cl)cc2)S(=O)(=O)c2c(C)noc2C)cc1	6%	-10	2%	-6%	-16%	-4%	-5	12	-12%
17	N=c1sccn1CC(=O)Nc1ccc2c(c1)CCC2	-6%	?	-2%	-19%	-24%	-3%	-7	?	0%
18	COc1cc(S(=O)(=O)N2CCCCC2)ccc1NC(=O)Cc1ccccc1	-6%	-3	1%	-14%	-5%	3%	0	-1	?
19	Cc1ccccc1-c1cnc(C(O)c2ccc(C(C)(C)C)cc2)[nH]1 (stereo not drawn)	/	0	0%	?	?	-5%	-6	-10	-7%
20	CNC(=O)CN(c1cccc(Br)c1)S(C)(=O)=O	0%[9.22 µM]	-17	12%	13%	4%	-11%	2	1	24%
21	CC(C)(C)C1CCC(=NNC(=O)CC(=O)NCc2ccccc2)CC1 (stereo not drawn)	-1%	10	23%	10%	2%	1%	-2	23	8%
22	Cc1ccc(C)c(NS(=O)(=O)c2cc(C(=O)NCCC3=CCCCC3)ccc2C)c1	1%	-15	-1%	?	?	-3%	-8	-19	?
23	O=c1[nH]c2ccccc2nc1Cc1ccc(Cl)cc1	-3%	1	16%	-10%	-1%	8%	0	21	0%
24	O=C(NCN1CCN(c2ccccc2)CC1)c1cnccn1	-20%	-17	-3%	-2%	4%	-1%	5	-2	?
25	O=C(Oc1ccc(C(=S)N2CCOCC2)cc1)c1ccc([N+](=O)[O-])cc1[N+](=O)[O-]	?	-29	-3%	-15%	-15%	-1%	-8	0	?
26	CCn1nc(C)c(CN2CCC(C(=O)Nc3cccc(-c4cccc(F)c4)c3)CC2)c1C	-4%	?	-3%	?	?	1%	0	18	-18%
27	COc1ccc(S(=O)(=O)N2CCC(C(=O)NCCC(=O)Nc3ccccc3OC)CC2)cc1	/	24	6%	2%	2%	3%	0	2	6%
28	Cc1ccc(S(=O)(=O)N2CCOCC2)cc1NC(=O)COC(=O)c1ccco1	/	-1	-11%	0%	1%	0%	1	12	0%
29	O=C(O)c1cccc2c3c([nH]c12)CCCC3	?	5	21%	-7%	-8%	-4%	5	0	0%
30	COC(=O)c1sccc1NC(=O)c1ccc(Cl)s1	-2%	26	10%	12%	0%	1%	4	55	-22%
31	O=C(NCCNc1ccc([N+](=O)[O-])cc1C(F)(F)F)c1cccc(F)c1	?	-22	?	-16%	-28%	-3%	-3	0	18µM*
32	NC(=O)c1cc2ccccc2o/c1=N/NC(=O)c1cccc(Cl)c1	6%	-4	20%	1%	-2%	0%	-8	-1	0%
33	O=C(Nc1ccc(S(=O)(=O)N2CCOCC2)cc1)c1ccc(S(=O)(=O)N2CCOCC2)cc1	-19%	-2	-1%	17%	3%	9%	-7	22	29%
34	CN(C)c1ccc(N2C(=O)CSC2=S)cc1	10%	-18	-23%	2%	1%	-24%	2	0	-22%
35	Cc1cc(C)nc(N2C(=O)CC(C(=O)O)NC2=NCCc2c[nH]c3ccccc23)n1 (stereo not drawn)	-9%	-27	-9%	-3%	1%	-4%	0	18	?
36	COc1cc(CN2CCNC(=O)C2CC(=O)NCCCN2CCOCC2)cc(OC)c1 (stereo not drawn)	0%	10	6%	9%	17%	2%	12	3	?
37	CCOC(=O)c1sc(NS(=O)(=O)c2ccc(F)cc2)nc1C	-5%	15	1%	-1%	-12%	0%	4	60	?
38	Nc1nc(N)c2sc3nc(C(F)(F)F)cc(C(F)(F)F)c3c2n1	-3%	4	0%	-11%	-15%	29%	0	1	18µM*
39	COc1ccc(N2C(=O)C(OC(C)=O)C2c2ccc(C)cc2)cc1 (stereo not drawn)	3%	-21	22%	4%	16%	6%	4	27	?
40	Cc1c(C(=O)OCC(=O)N2c3ccccc3CC2C)oc2ccccc12 (stereo not drawn)	11%	27	0%	-1%	8%	-1%	-1	0	-14%
41	CCC(CO)Nc1ncnc2c1cnn2-c1ccc(OC)cc1 (stereo not drawn)	1%	38	18%	13%	8%	-6%	7	-3	12%
42	c1ccc(-n2ncc3c(NCCN4CCOCC4)ncnc32)cc1	-5%	12	?	-1%	-3%	18%	-2	-21	0%
43	Cc1cccc(C)c1NC(=O)C1c2ccccc2Oc2ccccc21	4%	6	-5%	1%	2%	8%	4	18	-11%
44	CCOC(=O)/C(C#N)=C/c1ccc(OC(=O)c2ccco2)c(OCC)c1	-1%	0	0%	1%	-2%	6%	12	22	?
45	CC1CCN(S(=O)(=O)c2ccc(NC(=O)CN3CCCC(C)C3)cc2)CC1 (stereo not drawn)	?	-19	4%	?	?	-6%	-16	-21	6%
46	Cc1cc(C(=O)COC(=O)c2ccncc2)c(C)n1Cc1ccco1	-6%	3	1%	-4%	-5%	0%	4	-5	-22%
47	Cn1nccc1NC(=O)Nc1cccc(Cl)c1	-3%	-18	21%	2%	14%	15%	11	-1	?
48	O=C(CN1CCC(NC(=O)c2cccc(F)c2)CC1)NCc1ccccc1F	3%	-7	1%	2%	0%	0%	1	5	18µM*

A different layout for part of the listing above:
#47 Cn1nccc1NC(=O)Nc1cccc(Cl)c1
#48 O=C(CN1CCC(NC(=O)c2cccc(F)c2)CC1)NCc1ccccc1F
Assay by compound	47	48
SW480 rerep	-3%	3%
DRD3 antagonist	-18	-7
KB-3-1 tox	21%	1%
HT1080NT lethal	2%	2%
HT1080 IDH1KD tx	14%	0%
GLP-1R agonist	15%	0%
DRD3 agonist	11	1
IL-1B inflam inh	-1	5
KB-V1 MDR tox	?	18µM*

(list continues)
item	SMILES	SW480 rerep	DRD3 antagonist	KB-3-1 tox	HT1080NT lethal	HT1080 IDH1KD tx	GLP-1R agonist	DRD3 agonist	IL-1B inflam inh	KB-V1 MDR tox
49	Nc1ncc(-c2ccc(-c3ccccc3)cc2F)cc1-c1ccccc1F	/	-16	?	?	?	6%	7	-11	?
50	O=C(Nc1ccnn1C1CCN(CCCc2ccccc2)CC1)c1ccccc1	3%	-13	/	-8%	6%	0%	-19	-16	/
51	COc1ccc(/C(N)=N/OC(=O)c2ccc3c(c2)OCO3)cc1	-1%	5	10%	1%	2%	11%	5	-11	-1%
52	CN1C(=O)C(O)(CC(=O)/C=C/c2ccco2)c2cc(Br)ccc21 (stereo not drawn)	?	-30	?	-18%	-14%	0%	-8	117	17%
53	Clc1ccccc1C1SCC2Nc3ccccc3CN21 (stereo not drawn)	?	-26	?	-10%	-22%	1%	-6	50	?
54	Cc1cccn2c(=O)c(C=O)c(N3CCSCC3)nc12	5.8µM*	-3	-3%	-6%	-3%	3%	6	-50*	-4%
55	COc1ccc(NS(=O)(=O)c2cc(NC(=O)c3ccc(C)s3)ccc2N2CCOCC2)cc1	15%	-13	-4%	-7%	-6%	10%	9	-9	10%
56	CC1(C)Cc2c(C#N)c(N)sc(=S)c2CS1	-4%	1	1%	0%	0%	-2%	2	-9	?
57	O=C1NC(Cc2ccc(O)cc2)c2nc3ccc(Cl)cc3c(=O)n2-c2cc3ccccc3cc21 (stereo not drawn)	/	-20	?	15µM*	?	-3%	-8	20	?
58	COc1ccc(Cc2noc(CN(C)CC3CCN(Cc4ccccc4)CC3)n2)cc1OC	-9%	-9	-2%	7%	-4%	9%	-8	-8	?
59	Cn1cnc2cc(NCc3ccccc3Cl)ccc21	-3%	3	-3%	-9%	-7%	21%	5	10	-15%
60	CCCn1c(SCC(=O)Nc2c(C)cccc2CC)nnc1C(C)C	-2%	-4	7%	9%	15%	-7%	-6	6	-6%
